TRPML3 ag = agonists of human TRPML3 channel; HEK293 TRPML3-YFP, Fluo-8 calcium fluorescence; 100% = the carbachol control signal; activation, % at 3 µM; 0.29% of 220,000 active; AID 1448;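 active means activation above its plate's cutoff, the mean activation of the plate's test wells plus 3 SD, cut at about 12% in these data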;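 further: 0% = DMSO only wells and 100% = carbachol wells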
Target sequence (Q8TDD5 whole entry, looked up): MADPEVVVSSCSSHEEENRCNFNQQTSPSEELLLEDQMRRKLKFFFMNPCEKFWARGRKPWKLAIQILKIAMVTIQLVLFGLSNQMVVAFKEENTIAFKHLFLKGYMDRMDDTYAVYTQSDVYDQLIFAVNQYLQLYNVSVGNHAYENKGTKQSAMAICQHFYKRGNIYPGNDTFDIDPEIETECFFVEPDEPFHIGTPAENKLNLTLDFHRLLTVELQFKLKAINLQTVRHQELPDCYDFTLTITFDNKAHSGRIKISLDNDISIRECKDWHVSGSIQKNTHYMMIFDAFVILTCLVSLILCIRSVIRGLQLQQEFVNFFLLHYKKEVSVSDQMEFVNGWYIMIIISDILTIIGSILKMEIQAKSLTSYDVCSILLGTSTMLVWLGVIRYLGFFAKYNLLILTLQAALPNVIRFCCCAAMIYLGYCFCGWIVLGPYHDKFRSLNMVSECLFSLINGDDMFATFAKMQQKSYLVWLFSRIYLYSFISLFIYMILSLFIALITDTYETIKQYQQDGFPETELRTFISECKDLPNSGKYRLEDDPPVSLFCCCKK
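Test system: TRPML3-YFP stable HEK293 cells. Doses: single point at 3 µM. Incubation: dye loading 1 h 37 °C then 30 min ambient, 125 s read. Signal: Fluo-8 calcium dye fluorescence, ex 470-495, em 515-575 nm. Measure: percent activation from peak-to-basal fluorescence ratio, scaled between DMSO and carbachol.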
14-3-3 Bad PPI = disrupts binding of bovine 14-3-3 zeta to phospho-Bad peptide; 0.71% of 220,000 active; inhibition, % at 21.7 µM; P63103; TR-FRET 14-3-3zeta/Dy647-pBad peptide displacement, 1 h;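 active means inhibition above about 70%, limit read from the data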;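 further: 0% = full 14-3-3 plus peptide FRET controls and 100% = background without 14-3-3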
Target sequence (P63103 whole entry, looked up): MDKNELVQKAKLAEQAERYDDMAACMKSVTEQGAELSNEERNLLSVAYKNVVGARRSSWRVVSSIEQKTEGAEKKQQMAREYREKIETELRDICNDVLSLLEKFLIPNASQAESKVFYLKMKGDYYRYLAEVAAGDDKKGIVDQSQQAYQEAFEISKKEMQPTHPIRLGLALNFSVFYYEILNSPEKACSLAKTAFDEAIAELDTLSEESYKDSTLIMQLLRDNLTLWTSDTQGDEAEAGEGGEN
EP2 antag = EP2 receptor (human) inhibition. P43116. C6 glioma cells expressing human EP2, cAMP TR-FRET; cells stimulated with saturating PGE2. inhibition, % at 25 µM. 0.52% of 260,000 active. AID 1422;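 active means percent inhibition above 40 after rounding to a whole number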;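 further: rat C6 glioma host cells with rolipram phosphodiesterase inhibitor present; the protocol text gives 20 µM as final concentration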
NPY-Y1 PAM-ag = potentiators or agonists of human neuropeptide Y receptor Y1 | P25929 | NPY-Y1 expressing cells, potentiator/agonist activation | activation, % at 3.6 µM | 0.37% of 220,000 active | AID 1304; in the data active means activation above about 33%, passing the limit was not always enough;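 further: cells stimulated with NPY at EC10 then isoproterenol at EC100; 0% = low agonist plus stimulus and 100% = saturating agonist plus stimulus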
PPC-1+TRAIL kill = compounds killing PPC-1 cancer cells with TRAIL present (potentiator screen, no TRAIL-free arm); PPC-1 cells + TRAIL, ATPLite viability luminescence; 0.41% of 220,000 active; cell killing (% activity), % at 4 µM;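 active means cell killing above 50% in the first pass at 4 µM, then a duplicate retest at 5 µM averaging 50% or more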;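 further: plate controls were cells with TRAIL plus DMSO for no effect and medium-only wells lacking cells for full effect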
NPY Y1 blocker = antagonists of human neuropeptide Y receptor Y1 | P25929 | HEK293-CNG Y1 cells, membrane potential fluorescence; NPY at EC95, then isoproterenol | inhibition, % at 3.6 µM | 1% of 200,000 active | AID 1040;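 active means inhibition above the campaign mean inhibition of all tested compounds plus 3 SD, cut at about 20% in these data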;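 further: 0% = DMSO wells given NPY plus isoproterenol and 100% = isoproterenol alone without NPY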
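Material: Y1- and CNG-channel-expressing HEK293 cells / Probe or stimulus: NPY 25 nM then isoproterenol 1 µM plus Ro 20-1724 25 µM / Doses: 3.6 µM single dose, DMSO 0.4% / Schedule: compound incubation 1 h at room temperature, readout 45 min post-stimulation / Signal: membrane potential fluorescence / Benchmarks: isoproterenol-only wells as full block versus NPY-plus-isoproterenol wells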
EP2 mod = EP2 receptor (human) modulation | P43116 | EP2-expressing cells, cAMP HTRF FRET, PGE2 co-stimulation | induction, % at 25 µM | 0.83% of 260,000 active | AID 940;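 active means compounds whose cAMP rise, as percent of the full-agonist control response, exceeds 60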;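 further: rat C6 glioma line stably carrying human EP2 under a CMV promoter; the protocol text gives 20 µM as final concentration; 100% = response of wells given 1 µM PGE2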
TRPN1 ag = zebrafish TRPN1 (NompC) channel agonism; HEK293 zebrafish TRPN1-YFP, Fluo-8 calcium fluorescence; 100% = response to 87 µM carbachol; activation, % at 3 µM; 0.18% of 220,000 active;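 active means activation above its plate's cutoff, the mean activation of test wells on that plate plus 3 SD, cut at about 19% in these data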;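 further: 0% = DMSO alone and 100% = 87 µM carbachol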
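Control set: carbachol 87 µM as high control, DMSO as low control; system: HEK293 stable line with zebrafish TRPN1-YFP; read-out: % activation versus carbachol response; detection: intracellular calcium fluorescence with Fluo-8; doses: single test compound dose, 3 µM nominal, 0.3% DMSO; schedule: dye 1 h 37 °C plus 30 min RT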
CHOP inhibitor = inhibitors of CHOP induction in ER stress response | inhibition, % at 10 µM | 3.8% of 220,000 active | CHO-K1 CHOP-promoter luciferase, tunicamycin-induced, 15-18 h;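 active means compounds that reduced the stress-induced luciferase reporter signal by more than about 70% of percent inhibition, limit read from the data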;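 further: 0% = tunicamycin plus vehicle and 100% = wells without tunicamycin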
Active calls of the source: *; [ ] = remark or other dose. Some of the compounds tested. The share of hits here may be higher or lower than overall.

For COc1cccc(C(=O)/C=C/Nc2ccc(S(=O)(=O)Nc3cnc4ccccc4n3)cc2)c1 the results were TRPML3 ag 0.7, 14-3-3 Bad PPI 1, EP2 antag 9, NPY-Y1 PAM-ag -26, PPC-1+TRAIL kill 11, NPY Y1 blocker -2, EP2 mod -9, TRPN1 ag 0.7 and CHOP inhibitor 13.
Screening COc1ccccc1CNC(=O)C1CCC(CNc2c(N3CCCCC3)c(=O)c2=O)CC1 (configuration not stated) returned TRPML3 ag 0.4, 14-3-3 Bad PPI -2, EP2 antag 4, NPY-Y1 PAM-ag -7, PPC-1+TRAIL kill 8, EP2 mod -11, TRPN1 ag 1.0 and CHOP inhibitor -15.
Cc1oc(-c2ccccc2F)nc1CS(=O)(=O)CC(=O)N1CCCCCC1 was read as TRPML3 ag 1.1, 14-3-3 Bad PPI 8[fluorescence artefact?], EP2 antag 10, NPY-Y1 PAM-ag -35, PPC-1+TRAIL kill 26, NPY Y1 blocker -2, EP2 mod 16, TRPN1 ag -1.1 and CHOP inhibitor 48.
CCc1cccc(Nc2c3c(nc4ncnn24)CCC3)c1 was read as TRPML3 ag 0.2, 14-3-3 Bad PPI 21, EP2 antag 1, NPY-Y1 PAM-ag -3, PPC-1+TRAIL kill 14, NPY Y1 blocker 7, EP2 mod -16, TRPN1 ag -0.4 and CHOP inhibitor 16.
`CCn1c(SCC(=O)Nc2ccc3c(c2)OCCO3)nnc1-c1ccccn1` gave TRPML3 ag -1.1, 14-3-3 Bad PPI -2, EP2 antag 9, NPY-Y1 PAM-ag -9, PPC-1+TRAIL kill 1, NPY Y1 blocker 3, EP2 mod 7, TRPN1 ag 0.4 and CHOP inhibitor 23.
`Cn1c(/C=C/c2ccc([N+](=O)[O-])o2)nc2ccccc2c1=O` gave TRPML3 ag 0.6, 14-3-3 Bad PPI -11[fluorescence artefact?], EP2 antag 12, NPY-Y1 PAM-ag 31, PPC-1+TRAIL kill 7, NPY Y1 blocker 8, EP2 mod -44 and TRPN1 ag 1.1.
Cc1cc(C)c(NC(=O)CN2C(=O)NC3(CCCCC3)C2=O)c(Cl)c1 was read as TRPML3 ag -0.4, 14-3-3 Bad PPI -6[fluorescence artefact?], EP2 antag 8, NPY-Y1 PAM-ag 6, PPC-1+TRAIL kill -1, NPY Y1 blocker -7, EP2 mod 30, TRPN1 ag 0.2 and CHOP inhibitor 71*.
CCOC(=O)c1c(NCc2ccc3c(c2)OCO3)c2ccccc2[nH]c1=O was read as TRPML3 ag -0.7, 14-3-3 Bad PPI -4, EP2 antag 7, NPY-Y1 PAM-ag -19, PPC-1+TRAIL kill 2, NPY Y1 blocker 9, EP2 mod 13, TRPN1 ag -0.3 and CHOP inhibitor 20.
For CCOc1ccc(-c2c(C(=O)N/N=C/c3ccc(OC)cc3)nnn2-c2nonc2N)cc1 the results were TRPML3 ag 0.9, 14-3-3 Bad PPI 5[fluorescence artefact?], EP2 antag 18, NPY-Y1 PAM-ag -7, PPC-1+TRAIL kill 4, NPY Y1 blocker -3, EP2 mod 6, TRPN1 ag 0.6 and CHOP inhibitor 7.
For CCCCC(=O)Nc1cccc(NC(=O)C(C)C)c1 the results were TRPML3 ag 0.9, 14-3-3 Bad PPI -6, EP2 antag 13, NPY-Y1 PAM-ag 2, PPC-1+TRAIL kill 12, NPY Y1 blocker -4, EP2 mod -15, TRPN1 ag 0.6 and CHOP inhibitor 29.
`Cc1ccc(S(=O)(=O)NCCc2ccncc2)cc1C` gave TRPML3 ag 0.9, 14-3-3 Bad PPI -9, EP2 antag 10, NPY-Y1 PAM-ag -4, PPC-1+TRAIL kill 8, NPY Y1 blocker 6, EP2 mod -1, TRPN1 ag -0.5 and CHOP inhibitor 7.
CSCCC(NC(=O)C1CCCCC1)c1nc2ccccc2[nH]1 (configuration not stated) was read as TRPML3 ag 0.2, 14-3-3 Bad PPI 0, EP2 antag 3, NPY-Y1 PAM-ag 1, PPC-1+TRAIL kill 9, EP2 mod 11, TRPN1 ag -0.7 and CHOP inhibitor 8.
Screening CCOC(=O)c1c(C)nc2sc3c(c2c1-c1ccc(OC)cc1)NC(c1ccccc1)NC3=O (configuration not stated) returned TRPML3 ag -0.1, 14-3-3 Bad PPI -12[fluorescence artefact?], EP2 antag 9, NPY-Y1 PAM-ag -2, PPC-1+TRAIL kill 28, NPY Y1 blocker 0, EP2 mod 52, TRPN1 ag -0.3 and CHOP inhibitor 46.
Screening CCC(=Cc1ccc(CC)cn1)CC returned TRPML3 ag 0.6, 14-3-3 Bad PPI -7, EP2 antag 6, NPY-Y1 PAM-ag 1, PPC-1+TRAIL kill 13, EP2 mod 8, TRPN1 ag 0.7 and CHOP inhibitor -3.
Cc1ccc(CNC(=O)CCNS(=O)(=O)c2cccs2)cc1 was read as TRPML3 ag -0.2, 14-3-3 Bad PPI 9[fluorescence artefact?], EP2 antag 6, NPY-Y1 PAM-ag -17, PPC-1+TRAIL kill 6, NPY Y1 blocker -2, EP2 mod 26, TRPN1 ag -0.5 and CHOP inhibitor -21.
`CCc1ccc(NC(=O)c2cnn(-c3ccccc3)c2C)cc1` gave TRPML3 ag 1.0, 14-3-3 Bad PPI -14, EP2 antag 0, NPY-Y1 PAM-ag 13, PPC-1+TRAIL kill 15, NPY Y1 blocker -4, EP2 mod -38, TRPN1 ag -0.3 and CHOP inhibitor 17.
`CCOC(=O)c1c(-c2ccc(C)o2)csc1NC(=O)CN1CCC(C(N)=O)CC1` gave TRPML3 ag -1.0, 14-3-3 Bad PPI -21, EP2 antag 2, NPY-Y1 PAM-ag 7, PPC-1+TRAIL kill 17, NPY Y1 blocker 2, EP2 mod -14, TRPN1 ag 0.9 and CHOP inhibitor 28.
COc1ccc(-c2nnsc2N2C(=O)c3ccccc3C2=O)cc1 was read as TRPML3 ag 0.5, 14-3-3 Bad PPI 2, EP2 antag 5, NPY-Y1 PAM-ag -15, PPC-1+TRAIL kill -5, EP2 mod 2, TRPN1 ag -1.0 and CHOP inhibitor -3.
For O=C(CCN1CCCC1Cc1ccccc1)c1ccc2c(c1)OCCO2 (configuration not stated) the results were TRPML3 ag 1.6, 14-3-3 Bad PPI -21, NPY-Y1 PAM-ag -13, PPC-1+TRAIL kill 2, NPY Y1 blocker 4, EP2 mod -6, TRPN1 ag 1.1 and CHOP inhibitor -11.
`CC1=C(C(=O)Nc2ccccc2)C(c2ccc(C)cc2)N=C(Nc2nc3ccccc3o2)N1` (configuration not stated) gave TRPML3 ag -0.1, 14-3-3 Bad PPI 27, EP2 antag 6, NPY-Y1 PAM-ag -5, PPC-1+TRAIL kill 8, NPY Y1 blocker 2, EP2 mod 45, TRPN1 ag 0.0 and CHOP inhibitor 88*.
Screening CCN(CC)c1ccc(-c2nc3cnccn3c2NC2CCCC2)cc1 returned TRPML3 ag 0.0, 14-3-3 Bad PPI -14[fluorescence artefact?], EP2 antag 6, NPY-Y1 PAM-ag 12, PPC-1+TRAIL kill 7, NPY Y1 blocker 5, EP2 mod -53, TRPN1 ag -2.1 and CHOP inhibitor 54.
Screening O=C(Oc1cccc(C(=S)N2CCOCC2)c1)c1cc([N+](=O)[O-])cc([N+](=O)[O-])c1 returned TRPML3 ag 0.6, 14-3-3 Bad PPI -7, EP2 antag 9, NPY-Y1 PAM-ag 0, PPC-1+TRAIL kill 29, NPY Y1 blocker 8, EP2 mod 7, TRPN1 ag 0.1 and CHOP inhibitor -13.
For O=C(CNS(=O)(=O)c1ccc(Br)s1)N1CCN(c2ncccn2)CC1 the results were TRPML3 ag 0.2, 14-3-3 Bad PPI -1[fluorescence artefact?], EP2 antag 18, NPY-Y1 PAM-ag -9, PPC-1+TRAIL kill 18, NPY Y1 blocker 8, EP2 mod -3, TRPN1 ag -0.6 and CHOP inhibitor 24.
For Cn1c(=NC(=O)c2ccccc2[N+](=O)[O-])sc2cccc(F)c21 the results were TRPML3 ag 0.3, 14-3-3 Bad PPI -7, EP2 antag 9, NPY-Y1 PAM-ag 11, PPC-1+TRAIL kill -8, EP2 mod 14, TRPN1 ag 2.5 and CHOP inhibitor -11.
For Cc1cc(C)c(C#N)c(N2CCCC(C(N)=O)C2)n1 (configuration not stated) the results were TRPML3 ag -0.3, 14-3-3 Bad PPI 5, EP2 antag 7, NPY-Y1 PAM-ag 10, PPC-1+TRAIL kill 10, NPY Y1 blocker -3, EP2 mod 21, TRPN1 ag 0.6 and CHOP inhibitor 7.
Screening C=CCc1cccc2cc(C(=O)NC3CCCCC3)c(=O)oc12 returned TRPML3 ag 5.7, 14-3-3 Bad PPI 10, EP2 antag 12, NPY-Y1 PAM-ag -6, PPC-1+TRAIL kill 13, NPY Y1 blocker 0, EP2 mod -31, TRPN1 ag -0.8 and CHOP inhibitor -14.
Screening O=C(c1cnn2c(C(F)F)cc(-c3ccccc3)nc12)N1CCN2CCCC2C1 (configuration not stated) returned TRPML3 ag -0.1, 14-3-3 Bad PPI 1, EP2 antag 13, NPY-Y1 PAM-ag -70, PPC-1+TRAIL kill 10, NPY Y1 blocker 7, EP2 mod -37, TRPN1 ag -0.6 and CHOP inhibitor 15.
For Cc1nn2cc(-c3ccc(Cl)cc3)cnc2c1Br the results were TRPML3 ag 0.6, 14-3-3 Bad PPI -10, EP2 antag 5, NPY-Y1 PAM-ag 9, PPC-1+TRAIL kill -6, NPY Y1 blocker 5, EP2 mod 22, TRPN1 ag 0.6 and CHOP inhibitor 47.
CCN1CCN(C(=S)NC(=O)/C=C/c2cccs2)CC1 was read as TRPML3 ag -0.2, 14-3-3 Bad PPI -3, EP2 antag 3, NPY-Y1 PAM-ag -23, PPC-1+TRAIL kill 10, NPY Y1 blocker 3, EP2 mod -6, TRPN1 ag -0.4 and CHOP inhibitor 2.
Screening CCc1c(C)c(C#N)c2nc3ccccc3n2c1Nc1c(C)n(C)n(-c2ccccc2)c1=O returned TRPML3 ag -0.4, 14-3-3 Bad PPI -8, EP2 antag 6, NPY-Y1 PAM-ag 7, PPC-1+TRAIL kill 17, NPY Y1 blocker 1, EP2 mod 3, TRPN1 ag 0.2 and CHOP inhibitor 17.
COc1ccc(C(C(=O)NC2CCCC2)N(C(=O)c2ccco2)c2ccc(OC)c(OC)c2)cc1 (configuration not stated) was read as TRPML3 ag -0.4, 14-3-3 Bad PPI 0, EP2 antag 16, NPY-Y1 PAM-ag -12, PPC-1+TRAIL kill 21, NPY Y1 blocker 5, EP2 mod 10, TRPN1 ag -0.7 and CHOP inhibitor 15.
